# Screening data: PubChem, several laboratories
# HPDE-C7 cytotoxicity – cytotoxicity in HPDE-C7 cells, cell-based, fluorescence, HTS (AID 430). cytotoxicity, % at 10 µM; hits with a dose series show EC50 in µM. HPDE-C7 pancreatic duct cells viability, fluorescence; higher % means a stronger effect. 63,000 compounds, 1.8% hits;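 further: cells exposed to compound for 48 hours before viability readout; 0% = vehicle and 100% = reference cytotoxic drug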
# Bfl-1 displacement – Bfl-1 inhibitors, primary screen, biochemical, fluorescence polarization, FITC-Bid, mouse (AID 432); 64,000 compounds, 0.02% hits; displacement, % at 20 µM; hits with a dose series show IC50 in µM; FITC-Bid BH3 peptide fluorescence polarization displacement; higher % means a stronger effect; in the data active means a potency from the dose series; inactive means the rest, 99 in 100 with displacement below about 15%; further: strong numbers were not always called active
# Alkaline phosphatase – human TNAP enzyme inhibitors, biochemical, luminescent (AID 518) | purified TNAP enzyme, luminescent substrate readout; higher % means a stronger effect | 64,000 compounds, 0.09% hits | inhibition, % at 20 µM, or IC50 in µM where a hit was titrated; in the data active means a potency from the dose series; inactive means the rest, 99 in 100 with inhibition below about 22%;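 further: plate controls were vehicle for no effect and reference inhibitor for full effect; many of its hits are not listed in these tables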
# HT1080 cytotoxicity – cytotoxicity in HT1080 fibrosarcoma cells, cell-based, fluorescence readout (AID 620) | 87,000 compounds, 0.42% hits | HT1080 viability, fluorescence; higher % means a stronger effect | one-dose cytotoxicity, % at 10 µM; EC50 in µM for titrated hits;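 further: cells exposed to compound overnight then 4 h with Alamar Blue; 0% = vehicle DMSO and 100% = killing control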
# LYP phosphatase – inhibition of human PTPN22 tyrosine phosphatase – biochemical, DiFMUP fluorescence, recombinant catalytic domain, 10 µM, primary screen (AID 606) | recombinant LYP catalytic domain, DiFMUP fluorescence; higher % means a stronger effect | inhibition, % at 10 µM, or IC50 in µM where a hit was titrated | 52,000 tested, under 10 active;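 active means IC50 under 40 µM in the dose-response test; inactive means IC50 of 40 µM or more, or never dose-tested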
# HPDE-C7K KRASV12 – viability loss of HPDE-C7K cells – cell-based, fluorescence, HTS, primary screen (AID 431); HPDE-C7K KRASV12 cells, Alamar Blue viability, 48 h; higher % means a stronger effect; one-dose cytotoxicity, % at 10 µM; EC50 in µM for titrated hits; 63,000 compounds, 1.7% hits;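 active means compounds whose percent cytotoxicity in the single-dose primary screen, scaled between solvent and toxic-drug controls, exceeds 50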;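 further: 0% = DMSO solvent wells and 100% = doxorubicin-treated wells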
# Spn PMK inh – S. pneumoniae PMK inhibition; purified PMK, PK/LDH-coupled NADH absorbance 340 nm; inhibition, % at 10 µM; 65,000 compounds, 0.49% hits;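 active means top-ranked compounds by inhibition in the single 10 µM screen, taking a fixed number of the strongest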;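 further: 0% = full reaction with DMSO carrier and 100% = background rate without enzyme reaction; no value below 0 was filed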
# Spn MK inh – S. pneumoniae mevalonate kinase inhibition; purified MK, PK/LDH-coupled NADH absorbance 340 nm; 65,000 compounds, 0.48% hits; inhibition, % at 10 µM; AID 555;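 active means ranked among the strongest by inhibition in the single 10 µM screen, a fixed top-ranked set picked for dose follow-up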; further: no value below 0 was filed
# DPM-DC inhibit – inhibitors of Streptococcus pneumoniae diphosphomevalonate decarboxylase; purified DPM-DC, PK/LDH coupled NADH fluorescence; calls only at 10 µM; 65,000 compounds, 0.49% hits;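 active means the 320 compounds with the highest percent inhibition in the single-dose primary screen, excluding strongly autofluorescent ones, cut at about 32% in these data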;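 further: kinetic rate of NADH fluorescence loss reporting ADP formed by the decarboxylase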
# Spn PMK inh pilot replicates – second read-out of Spn PMK inh, no call of its own (marks repeat the call); inhibition, %; measured here: pilot screen replicates
# Spn MK inh pilot replicates – also measured in Spn MK inh; calls as there; inhibition, %; measured here: pilot screen replicates
# DPM-DC inhibit pilot screen % – recorded beside DPM-DC inhibit, whose call it bears; inhibition, %; measured here: pilot screen trials
# Starred values were filed as active, the others as inactive; i = inactive; . = not tested or not shown. Unless noted, no stated cut-off is given here; in the data, active means cytotoxicity above about 50%; inactive means the rest.
SMILES,HPDE-C7 cytotoxicity,Bfl-1 displacement,Alkaline phosphatase,HT1080 cytotoxicity,LYP phosphatase,HPDE-C7K KRASV12,Spn PMK inh,Spn MK inh,DPM-DC inhibit,others
COc1ccc(-n2nc(C(=O)N3CCN(Cc4ccc5c(c4)OCO5)CC3)c3ccccc3c2=O)cc1,-1%,1%,12%,2%,.,8%,12,0,i,
CC(C)c1ccccc1NC(=O)CCCC(=O)O,-7%,-7%,6%,-4%,7%,2%,7,10,i,
Cc1cc(/C=N/n2cnnc2)c(C)n1-c1cccc(C(=O)O)c1,-13%,-3%,-5%,15%,8%,-34%,12,2,i,
CN1CCN(C(CNS(=O)(=O)c2ccc(F)cc2)c2cccnc2)CC1 (stereo not drawn),-17%,-3%,4%,8%,11%,-12%,0,6,i,
O=C(CSc1nnc(-c2cnccn2)n1Cc1ccco1)c1ccc(Cl)c(Cl)c1,12%,-2%,9%,0%,0%,3%,8,3,i,
O=C(Cc1cn2ccsc2n1)NCc1ccccc1,-2%,-7%,-6%,1%,-3%,-15%,12,0,i,
COC(=O)c1cccc(C(=O)Nc2cnc3ccccc3c2)n1,9%,0%,-1%,-2%,22%,6%,19,4,i,
O=C1CC(c2cccnc2)c2cc3c(cc2N1)OCCO3 (stereo not drawn),5%,-3%,8%,3%,18%,8%,0,10,i,
CCn1c(=O)c(C(=O)Nc2cnccn2)c(O)c2ccccc21,-9%,0%,6%,3%,12%,5%,10,8,i,
Cc1cccc(C)c1NC(=O)C1CCCNC1 (stereo not drawn),-1%,-6%,-3%,3%,.,6%,16,0,i,
Cn1c(=O)c(=O)n(C)c2cc(S(=O)(=O)N3CCCCC3)ccc21,2%,3%,10%,-2%,7%,-6%,9,2,i,Spn PMK inh pilot replicates=2.5;Spn MK inh pilot replicates=2.0;DPM-DC inhibit pilot screen %=6.0
CCC(=O)Nc1cc(NC(=O)CSc2nnc(C(C)C)n2CC)ccc1C,-5%,-4%,5%,6%,13%,-6%,15,9,i,
CCOC(=O)CCc1c(C)n(CC)c2ncnn2c1=O,3%,-5%,9%,.,6%,2%,18,4,i,
CC(NC(=O)NC1CCCCC1)C(c1cccs1)N1CCOCC1 (stereo not drawn),-8%,-2%,0%,3%,-6%,-2%,3,7,i,
COc1ccc(S(=O)(=O)N2CCN(Cc3ccc(Cl)cc3)CC2)cc1,-14%,-1%,15%,-3%,5%,-2%,13,8,i,Spn PMK inh pilot replicates=5.0;Spn MK inh pilot replicates=3.5;DPM-DC inhibit pilot screen %=2.5
CC1CCc2sc3c(c2C1)c1ncnn1c(=O)n3CC(=O)c1ccc(Br)cc1 (stereo not drawn),-18%,-2%,1%,-4%,-4%,-12%,5,3,i,
O=C(NS(=O)(=O)c1ccc2c(c1)OCCO2)c1ccccc1,-15%,0%,-4%,0%,.,-18%,5,4,i,
CCOC(=O)C1CCN(c2c(Nc3ccc4c(c3)OCCO4)c(=O)c2=O)CC1,-5%,-8%,12%,0%,4%,-4%,0,11,i,Spn PMK inh pilot replicates=2.5;Spn MK inh pilot replicates=2.0;DPM-DC inhibit pilot screen %=15
CN1C(=O)c2ccccc2Sc2ccc(NC(=O)N3CCCC3)cc21,4%,-7%,11%,-2%,2%,-13%,15,0,i,
O=C(CSc1nc(Nc2ccccc2)nc(N2CCOCC2)n1)Nc1ccccc1Cl,4%,0%,6%,1%,-4%,9%,9,4,i,
O=C(CCSCCC(=O)NCC1CCCO1)NCC1CCCO1 (stereo not drawn),6%,-6%,13%,-1%,13%,-6%,14,9,i,
Cc1nc(NC2=NCN(Cc3ccco3)CN2)nc2ccccc12,-8%,-2%,12%,-2%,7%,-3%,14,11,i,
Cc1ccc(-c2cc(C(=O)Nc3cc(C)on3)c3ccccc3n2)c(C)c1,10%,3%,8%,2%,6%,17%,3,1,i,Spn PMK inh pilot replicates=0.0;Spn MK inh pilot replicates=1.0;DPM-DC inhibit pilot screen %=0.0
CC(C)CN(C#N)c1nc(N2CCOCC2)nc(N2CCOCC2)n1,6%,-2%,2%,4%,-2%,6%,12,0,i,
COc1ccc2c(c1OC)C(=O)N1c3ccccc3C(=O)N(c3ccc(F)cc3)C21 (stereo not drawn),15%,-4%,3%,14%,2%,12%,1,9,i,

# More entries.
SMILES,HPDE-C7 cytotoxicity,Bfl-1 displacement,Alkaline phosphatase,HT1080 cytotoxicity,LYP phosphatase,HPDE-C7K KRASV12,Spn PMK inh,Spn MK inh,DPM-DC inhibit,others
CCOC(=O)C1CCCN(C(=O)CCCOc2cc(=O)n(C)c3ccccc23)C1 (stereo not drawn),-4%,-2%,-3%,-4%,10%,8%,20,0,i,
COc1ccc(Cn2c(CCC(=O)Nc3ccc(CC#N)cc3)nc3cccnc32)cc1,-11%,-2%,2%,3%,3%,2%,10,0,i,
CCN(CC)CC#CCOC(=O)C(O)(c1ccccc1)C1CCCCC1 (stereo not drawn),-9%,-2%,13%,-14%,2%,0%,0,5,i,Spn PMK inh pilot replicates=6.0;Spn MK inh pilot replicates=2.0;DPM-DC inhibit pilot screen %=2.5
CN(C)S(=O)(=O)c1ccc(C(=O)Nc2cccc(C(=O)O)c2)cc1,4%,1%,6%,-5%,11%,-7%,7,5,i,
Cc1ccc(S(=O)(=O)NCCC(=O)Nc2nnc(C3CC3)s2)cc1C,1%,-5%,15%,-12%,3%,6%,13,0,i,
COc1ccccc1CN1C(=O)C2CC=CCC2C1=O (stereo not drawn),-6%,-1%,5%,-2%,.,4%,16,0,i,
COc1ccc(NC(=O)c2ccc(S(=O)(=O)N(C)C)cc2)cc1OC,-7%,-2%,5%,8%,-16%,-5%,0,12,i,
CC(C)CCNC(=O)CN(CCN1CCOCC1)C(=O)Cn1nnc(-c2ccc(F)cc2)n1,4%,4%,10%,0%,12%,-8%,12,4,i,
COc1ccccc1N1CCN(C(=O)CSc2nnc(NC(=O)C3CCC3)s2)CC1,3%,-6%,12%,0%,.,-6%,17,0,i,
NC(=O)CSc1nnc(Cn2c(=O)sc3ccccc32)n1-c1ccccc1,4%,3%,-3%,1%,.,-6%,2,0,i,
Cc1cc(OC(=O)CNC(=O)OC(C)(C)C)c2c(C)cc(=O)oc2c1,-10%,-1%,11%,12%,.,-4%,11,12,i,
Cn1cnnc1SCC(=O)Nc1ccccc1Sc1ccccc1,0%,1%,13%,-4%,-2%,13%,16,0,i,Spn PMK inh pilot replicates=7.5;Spn MK inh pilot replicates=0.0;DPM-DC inhibit pilot screen %=0.5
Cc1cccn2c(=O)c3cc(C#N)c(=N)n(Cc4ccncc4)c3nc12,8%,-1%,3%,7%,-3%,6%,7,7,i,
Nc1nc(C2CCCN2S(=O)(=O)c2ccc(Cl)cc2)cs1 (stereo not drawn),1%,-8%,11%,-11%,9%,-15%,13,3,i,
Cc1cc(C(=O)OCn2nnc3ccccc3c2=O)c(C)n1-c1ccccc1,-4%,-8%,7%,-6%,.,-2%,12,5,i,
O=C(Nc1ccc(Br)cc1Cl)Nn1cnnc1,-6%,2%,4%,8%,-11%,-2%,0,7,i,
Cc1ccc(-c2n[nH]c(=S)n2C)cc1,.,-6%,29%,-4%,1%,.,9,6,i,
CCOC(=O)C1CCCN(CC(=O)Nc2c(C(=O)OC)[nH]c3ccc(Cl)cc23)C1 (stereo not drawn),12%,0%,5%,-3%,15%,10%,9,9,i,
CCOC(=O)c1sc(=NC(=O)c2ccc(S(=O)(=O)N3CCOCC3)cc2)n(C)c1C,2%,1%,12%,8%,17%,5%,14,8,i,
CCOc1ccc(C(=O)NCc2ccco2)cc1,5%,0%,3%,-1%,12%,5%,0,9,i,
CCOC(=O)C1=C(N)n2c(s/c(=C\c3ccco3)c2=O)=C(C(=O)OC(C)C)C1c1ccco1 (stereo not drawn),-12%,0%,20%,-17%,2%,0%,6,3,i,
CCN1CCN(CC(=O)NC2CCCCC2)C(=O)C1=O,2%,0%,15%,4%,1%,0%,10,7,i,
Cc1cc(NC(=O)C2CCCN(S(=O)(=O)c3c(C)noc3C)C2)n[nH]1 (stereo not drawn),-10%,-2%,4%,-6%,5%,7%,4,5,i,
CCCCOC(=O)C1=C(C)Nc2ncnn2C1c1ccc(OC)c(OC)c1 (stereo not drawn),-10%,-6%,16%,6%,-5%,-6%,7,11,i,
O=C(CSc1ncnc2nc[nH]c12)N1CCOCC1,2%,2%,0%,1%,4%,-3%,12,5,i,
